PGC1a acetyl inh – modulators of PGC1a acetylation; AID 651687; U2OS PGC1a acetylation, AlphaScreen anti-acetyl-lysine; with virally co-expressed GCN5 acetyltransferase; 350,000 compounds, 0.17% hits; inhibition, % at 15.6 µM;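 active = every replicate shows inhibition of at least 40%; inconclusive = mean inhibition at least 40% but some replicate below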;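 note: 0% = neutral control wells and 100% = positive control wells; some results beyond the cut were filed as inactive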
FN deposition inh – fibronectin deposition inhibition; AH1F fibroblasts, Alexa488-fibronectin deposition fluorescence, overnight; inhibition, % at 12.6 µM; 350,000 compounds, 0.086% hits;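 active = mean inhibition across replicates of 30% or more, regardless of how many single replicates reach that level; inconclusive = mean under 30% yet at least half of replicates reach 30%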;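 note: positive control wells lacked labelled fibronectin entirely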
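test system = AH1F fibroblasts assembling fluorescent fibronectin matrix | quantity = 10000 AH1F cells per well | buffer or medium = DMEM plus 2% serum, read in PBS | doses = single dose, pinned | incubation = 1 h cell attachment, overnight exposure to compound and label | detection = fluorescence at 485 nm excitation, 525 nm emission | read-out basis = inhibition from reduced deposited-fibronectin fluorescence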
Statin myotox sup – suppression of simvastatin myotoxicity; C2C12 myotubes + simvastatin, ATP luminescence, 48 h; scaled: DMSO 0, geranylgeraniol control 100; rescue of ATP level, % at 7.49 µM; 330,000 compounds, 0.78% hits; AID 602340;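 active = mean ATP rescue above about 67%, or every replicate alone reaching that limit, limit read from the data, passing the limit was not always enough; inconclusive = no clear call, values can overlap the other calls; inactive = mean under the limit and some replicate under it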;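 note: myotubes were challenged with 10 µM simvastatin during compound exposure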
GSIS activator – GLuc luminescence reporter in INS-1E cells, primary screen for activators of glucose-dependent secretion of insulin; 370,000 compounds, 0.61% hits; activation, % at 16.6 µM; INS-1E GLuc reporter insulin secretion, 2-3 h;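 active = lowest replicate activation of at least 40%, so every replicate reaches that level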;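 note: 0% = median of neutral control wells and 100% = median of IBMX positive control wells; some compounds called inactive have numbers as strong as hits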
Cneo AK release – causes C. neoformans cell lysis | adenylate kinase release luminescence, 4 h; normalised: neutral wells 0, clomiphene wells 100 | lysis activity, % at 15 µM | 360,000 compounds, 0.2% hits;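 active = mean lysis activity across replicates of at least 80%, whatever share of replicates individually reach that level; inactive = mean lysis activity below 80%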
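Material: C. neoformans cells | Amount: Yeast cell density of 5 × 10^6 cells/mL | Medium: Fresh YPD growth medium | Dosing: Single dose | Times: Static 4 h at 37 °C with compound, 1 h detection | Detection: AK luminescence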
F508del corr – CFTR F508del correction in bronchial cells. activity (quench increase), % at 7.58 µM. CFBE cells, YFP halide quenching; stimulated with forskolin plus potentiator P3; % fluorescence drop versus neutral controls. 350,000 compounds, 0.36% hits;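 active = mean added fluorescence quench of at least 8% versus neutral control, with both replicates also reaching 8%; inconclusive = only one of the mean or replicate conditions met; inactive = mean below 8% and not both replicates reaching 8%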;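 note: cells transiently co-express mutant CFTR-F508del with the halide-sensitive YFP; corrector assay measuring rescue of mutant channel to the surface after 24 h compound exposure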
miR122 inh – blocks miR-122 activity in Huh7 sensor cells | 340,000 compounds, 0.3% hits | Huh7 miR-122 Renilla luciferase sensor, 48 h; neutral wells = 0, positive control = 100 | AID 602342 | activation (reporter increase), % at 12.5 µM;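 active = mean replicate activation score at least 90 and every replicate individually at or above 90; inconclusive = only one of the two criteria met; inactive = neither criterion met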;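 note: higher luciferase means less miR-122 activity so hits act as miR-122 inhibitors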
PglD inh – PglD (C. jejuni) enzyme inhibition; purified PglD enzyme, DTNB colorimetric CoA detection; inhibition, % at 12.5 µM; 360,000 compounds, 0.098% hits; AID 602405; in the data active = inhibition above about 16%, passing the limit was not always enough; inconclusive = no clear call, values can overlap the other calls; note: strong numbers were not always called active
Starred values were filed as active, the others as inactive; u = inconclusive; x = not tested or not shown; & = joins results of further samples; [ ] = another dose, or the depositor's remark.

The opening eight compounds, ahead of the listing:
SMILES | PGC1a acetyl inh | FN deposition inh | Statin myotox sup | GSIS activator | Cneo AK release | F508del corr | miR122 inh | PglD inh
C[C@@H]1CN([C@H](C)CO)C(=O)c2cc(NC(=O)C3CCCCC3)ccc2O[C@@H](C)CCCCO[C@@H]1CN(C)S(=O)(=O)c1ccc(F)cc1 | 2 | 7 | x | -14 | 0 | -2.9 | 13[16.7 µM] | 4
Cc1ccc(CN2CC(=O)N3[C@@H](CO)[C@H](c4ccc(-c5ccccc5F)cc4)[C@@H]3C2)cc1 | 4 | 0 | x | -12 | x | 0.5 | x | x
CN(CC(=O)Nc1ccccc1C(F)(F)F)C(=O)CSCc1ccccc1 | -1 | -2 | -24 | 5 | -1 | 2.5 | 0 | 2
COC(=O)C[C@@H]1CC[C@H](NS(=O)(=O)c2ccc(OC)cc2)[C@H](CO)O1 | 0 | 8 | 2 | 14 | 4 | -3.7 | x | 6
C[C@H](NC(=O)c1nc[nH]c1C(=O)NCCCCCNC(=O)OC(C)(C)C)c1ccccc1 | -10 | 12 | -4 | -9 | 1 | 3.7 | 2 | -4
Cc1ccccc1C(=O)Nc1ccc(Cl)cn1 | 6 | 1 | -11 | x | 1 | x | 6 | 3
CSc1ccc(CN2CCC(N3CCC(C(=O)NC4CC4)CC3)CC2)cc1 | x | -4 | 5 | 1 | -2 | -1.2 | -1 | 4
CC1(C)N=C(N)N=C(N)N1CCCCc1ccccc1 | 3 | -4 | 10 | -55 | x | 6.6 | 5 | x

Main list (from the top)
SMILES | PGC1a acetyl inh | FN deposition inh | Statin myotox sup | GSIS activator | Cneo AK release | F508del corr | miR122 inh | PglD inh
C[C@@H]1CN([C@H](C)CO)C(=O)c2cc(NC(=O)C3CCCCC3)ccc2O[C@@H](C)CCCCO[C@@H]1CN(C)S(=O)(=O)c1ccc(F)cc1 | 2 | 7 | x | -14 | 0 | -2.9 | 13[16.7 µM] | 4
Cc1ccc(CN2CC(=O)N3[C@@H](CO)[C@H](c4ccc(-c5ccccc5F)cc4)[C@@H]3C2)cc1 | 4 | 0 | x | -12 | x | 0.5 | x | x
CN(CC(=O)Nc1ccccc1C(F)(F)F)C(=O)CSCc1ccccc1 | -1 | -2 | -24 | 5 | -1 | 2.5 | 0 | 2
COC(=O)C[C@@H]1CC[C@H](NS(=O)(=O)c2ccc(OC)cc2)[C@H](CO)O1 | 0 | 8 | 2 | 14 | 4 | -3.7 | x | 6
C[C@H](NC(=O)c1nc[nH]c1C(=O)NCCCCCNC(=O)OC(C)(C)C)c1ccccc1 | -10 | 12 | -4 | -9 | 1 | 3.7 | 2 | -4
Cc1ccccc1C(=O)Nc1ccc(Cl)cn1 | 6 | 1 | -11 | x | 1 | x | 6 | 3
CSc1ccc(CN2CCC(N3CCC(C(=O)NC4CC4)CC3)CC2)cc1 | x | -4 | 5 | 1 | -2 | -1.2 | -1 | 4
CC1(C)N=C(N)N=C(N)N1CCCCc1ccccc1 | 3 | -4 | 10 | -55 | x | 6.6 | 5 | x
CCN(CC)CCCNC(=O)c1ccc(S(=O)(=O)Nc2ccc(C)c(C)c2)cc1 | x | 8 | -25 | -11 | 0 | 4.8 | x | -6
CC(=O)C[C@H](O)CC(=O)[C@H]1OC(=O)CCCCC/C=C/Cc2ccccc21 | -4 | 2 | 9 | -9 | -5 | -2.7 | 1 | 3
O=C(NCc1ccccc1)c1cc(C2CCCN(C(=O)CCc3ccccc3)C2)on1 (stereo not drawn) | -16 | -3 | 7 | -19 | 2 | -2.5 | 2 | -4
COc1ccc(NC(=O)N(C)C[C@H]2OCc3cnnn3CCCC(=O)N([C@@H](C)CO)C[C@H]2C)c(OC)c1 | 1&-3 | 4&2 | 11&-3 | 12&6 | 0&-3 | -2.2&-4.2 | -3 | -4&3
CC(=O)c1ccc(NC(=S)N2CCN(S(=O)(=O)c3ccc(F)cc3)CC2)cc1 | x | 17 | -8 | -20 | 2 | -1.2 | x | -4
CCCN(CC(=O)Nc1ccccc1C)C(=O)c1ccc(-c2ccc([N+](=O)[O-])cc2)o1 | -17 | 2 | 4 | 3 | -3 | 2.4 | -6 | 2
O=C(C[C@H]1CC[C@H]2[C@@H](COC[C@@H](O)CN2Cc2ccc3c(c2)OCO3)O1)Nc1ccccc1 | 8 | 1 | -17 | 2 | -1 | -0.2 | 3[16.7 µM] | 2
COc1ccc(-c2nc(N)n(C(=O)c3ccco3)n2)cc1 | 12 | -23 | 2 | 0 | 2 | -0.3 | 3 | -2
Cc1ccc(C(=O)NNC(=O)c2ccncc2)cc1[N+](=O)[O-] | 17 | -4 | 5 | 19 | -2 | -0.2 | -1 | 4
CCOCCCNC(=O)Cn1cnc2c(cnn2-c2ccc(C)c(C)c2)c1=O | -4 | 2 | -4 | x | 5 | x | -2 | 5
C=CC[C@@H](CC(=O)N[C@@H](CO)Cc1ccccc1)C(=O)N[C@H](COC(=O)[C@@H](CC=C)CC(=O)OC(C)(C)C)Cc1c[nH]c2ccccc12 | 1 | -2 | -6 | -35 | 2 | 4.6 | -15 | -4
C=CCn1c(SCC(=O)NCC2CCCO2)nc2c([nH]c3ccccc32)c1=O (stereo not drawn) | -1 | -3 | x | 21 | 0 | 3.0 | -5 | 2
COc1ccc(OC)c(NC(=O)CSc2nncc(=O)n2N)c1 | x | -10 | 0 | x | 1 | -0.9 | 2 | -3
O=C(COC(=O)c1cc(Br)ccc1O)Nc1ccc2c(c1)OCO2 | -5 | x | 20 | 25 | -3 | 0.0 | -4 | 1
COCCC(=O)N1CCC(Oc2ccc(C(=O)NCCc3cnn(C)c3)cc2)CC1 | 9 | -13 | 4 | 10 | -1 | -2.9 | 1 | 2
CCOc1ccc(/C=C/c2nc(C#N)c(NCCCOC)o2)cc1 | -6 | 17 | -109 | -8 | -1 | 4.8 | 32 | 4
Cn1nccc1C(=O)Nc1ccc(OC(=O)c2ccnn2C)cc1 | -18 | -6 | -33 | -12 | -2 | x | 3 | 3
CC(C)C#Cc1cnc2c(c1)C(=O)N([C@H](C)CO)C[C@H](C)[C@@H](CN(C)Cc1ccccn1)O2 | 2 | -22 | 37 | 1 | -5 | -0.3 | -1[16.7 µM] | -2
NC(=O)c1ccc(C2SCC(=O)N2CCc2ccccc2)cc1 (stereo not drawn) | 2 | 3 | 5 | 2 | 1 | 0.6 | 2 | 2
COc1ccc(S(=O)(=O)Nc2ccc3c(c2)CC(=O)N([C@H](C)CO)C[C@H](C)[C@@H](CN(C)Cc2ccc(C(F)(F)F)cc2)O3)cc1 | 0 | x | u | x | 0 | 3.6 | -16[16.7 µM] | 2
CC(=O)Nc1cccc(NC(=O)CSc2ccc(-c3ccccn3)nn2)c1 | 7 | -1 | x | 6 | x | 1.4 | x | x
C=CCOC(=O)C1=C[C@H](c2cn(C(C)=O)c3ccccc23)C[C@H](OCc2ccc(CO)cc2)O1 | -2&-6 | -3 | 1 | 10 | 0&-1 | 0.4&-1.4 | 3 | 0&-2
Cc1noc(C)c1S(=O)(=O)Nc1ccc2c(c1)C(=O)N([C@H](C)CO)C[C@H](C)[C@@H](CN(C)C(=O)NC1CCCCC1)O2 | -26 | -13&8 | 3&-17 | 7&-8 | -2&10 | 0.6&6.1 | -1[16.7 µM] | 3&1
O=C(NCCN1CCOCC1)C1CCC(=O)N1Cc1ccc(F)cc1 (stereo not drawn) | -4 | x | 10 | 18 | -2 | x | -5 | 3
O=C(Nc1cccc2cccnc12)c1ccc2sc([C@@H]3O[C@H](CO)[C@H](O)[C@H](O)[C@H]3O)nc2c1 | 1 | 2 | -3 | 12 | -2 | 1.8 | -6 | 4
CCN(CC)C(=O)CSc1nnc(CSc2ncccn2)n1C | 3 | -2 | 0 | 11 | -2 | -1.0 | 13 | 5
Cc1ccc(-c2onc(C)c2C)cc1S(=O)(=O)N1CC(C)Oc2ccccc21 (stereo not drawn) | -25 | -6 | -25 | -8 | 2 | 2.7 | 18 | 3
CCOc1cc(-c2n[nH]c(=S)n2Cc2ccccc2)ccc1OC(F)F | 1 | -2 | 12 | -4 | 1 | 0.3 | -4 | 1
COc1ccc(Cl)cc1C(=O)Nc1ccc(N(C)C(C)=O)cc1 | 1 | x | x | x | -1 | x | 1 | 3
C[C@@H]1CN([C@H](C)CO)C(=O)c2cc(NC(=O)CCC(F)(F)F)ccc2O[C@@H](C)CCCCO[C@H]1CN(C)C(=O)Nc1ccccc1 | -13 | 4 | x | -5 | -2 | 0.3 | -7[16.7 µM] | -2
C[C@@H]1CN([C@@H](C)CO)C(=O)c2c(c3ccccc3n2C)-c2ccccc2CO[C@@H]1CN(C)Cc1ccc(O)cc1 | 0 | 2 | x | -10 | x | -0.3 | x | x
COc1ccc(CC(=O)OCC(=O)Nc2cc(Cl)ccc2C)cc1 | 10 | -4 | x | 2 | x | -0.4 | 9 | x
Cc1cc(C)cc(NC(=O)c2ccccc2NC(=O)CCC(=O)O)c1 | 4 | 3 | -1 | 10 | -3 | x | -1 | 4
O=C(NCc1ccccc1)C(c1ccccn1)N(C(=O)c1csnn1)c1ccccc1F (stereo not drawn) | 10 | 3 | -8 | 42 | 2 | -1.4 | 5 | -9
Cc1ccc2c(c1)C(=O)CC1(CCCCCC1)O2 | x | 7 | 11 | 5 | -5 | -1.6 | 2 | -6
COc1ccc(S(=O)(=O)Nc2ccc3c(c2)[C@H]2C[C@H](CC(=O)NCC4CC4)O[C@H](CO)[C@H]2O3)cc1 | -3 | x | 11 | -6 | 52 | -0.3 | 0[16.7 µM] | 3
CCOC(=O)Cc1csc(NC(=O)CSc2nc(-c3ccccc3)c(C#N)c(=O)[nH]2)n1 | 4 | 1 | x | -1 | x | -1.7 | x | x
CCOCC(=O)Nc1ccc(C)c(Cl)c1 | 2 | -14 | x | x | 2 | x | 1 | -4
CC(C)NC(=O)N(C)C[C@H]1Oc2ccc(N(C)C)cc2C(=O)N([C@@H](C)CO)C[C@H]1C | -11 | 4 | 70* | 13 | -1 | 0.5 | -5[16.7 µM] | -2
COc1ccc(S(=O)(=O)N2CCC(n3cnc4cc(C(F)(F)F)ccc43)CC2)cc1 | 0 | 3 | -2 | x | 2 | x | 0 | 0
CC(=O)Nc1ccc(NC(=O)Cn2nc(C(=O)Nc3ccc(C)cc3)ccc2=O)cc1 | 5 | -12 | 12 | 22 | -1 | 0.5 | -3 | -3
Cc1noc(C)c1S(=O)(=O)Nc1ccc2c(c1)C(=O)N([C@@H](C)CO)C[C@@H](C)[C@@H](CN(C)C(=O)NC1CCCCC1)O2 | 4 | 3 | -39 | -2 | -10 | 0.5 | 0[16.7 µM] | 0
CS(=O)(=O)NC1c2cccc3cccc(c23)C1Sc1nncn1/N=C/c1ccco1 (stereo not drawn) | -2 | x | 20 | x | 0 | x | -13 | 1
COCCN1C(=O)C(CC(=O)Nc2ccc(C(C)=O)cc2)SC1=Nc1ccccc1 (stereo not drawn) | -7&-2 | -4 | 26&13 | -19 | 1&-2 | 1.8 | -2&-5 | -3&4

Screens deposited in PubChem BioAssay by Broad Institute.
